DRD3 agonist: D3 dopamine receptor (human) agonism | D3R DiscoveRx beta-arrestin cells, luminescence, 90 min | max activation, % | hit rate 0.58% among 410,000 | AID 652048; in the data active = max activation above about 30%; note: 0% is about no effect; mostly tested at two doses, the higher about 12 µM
Target sequence (P35462 whole entry, looked up): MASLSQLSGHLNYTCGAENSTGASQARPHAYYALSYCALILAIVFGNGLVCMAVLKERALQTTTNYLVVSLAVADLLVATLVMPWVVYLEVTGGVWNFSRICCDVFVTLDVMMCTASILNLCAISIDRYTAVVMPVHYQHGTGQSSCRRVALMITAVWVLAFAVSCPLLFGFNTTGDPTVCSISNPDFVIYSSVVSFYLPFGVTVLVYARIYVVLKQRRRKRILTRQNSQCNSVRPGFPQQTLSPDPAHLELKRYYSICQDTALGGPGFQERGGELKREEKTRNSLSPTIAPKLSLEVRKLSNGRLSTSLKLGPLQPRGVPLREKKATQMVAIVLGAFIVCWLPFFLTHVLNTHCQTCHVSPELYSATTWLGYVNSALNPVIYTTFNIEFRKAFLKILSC
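Cells at 1500/well, incubated overnight, then treated with pinned compounds (dopamine as control) for 90 min at 37 degrees C. DiscoveRx reagent added for 30 - 60 minutes at room temperature; luminescence read.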
KB-3-1 cytotox: KB-3-1 parental cell cytotoxicity; KB-3-1 viability, CellTiter-Glo ATP luminescence, 72 h; Potency, µM (highest dose often 46.1 µM), for inactives: at the top dose activity change, negative = cytotoxic, actives largely listed as cytotoxic; hit rate 1.4% among 400,000; AID 1347075; note: potency is the fitted concentration of half-maximal effect; % is set by controls: 0 for no effect and ±100 for the full control effect; nearly all actives have a fitted effect of over 60% in size
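Luminescent ATP read-out (CellTiter-Glo) measures survival of drug-naive KB-3-1 cells after 72 h compound exposure at 37 °C. Titration series was screened from lowest to highest concentration, with DMSO vehicle plates as background controls.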
DRD3 antagonist: D3 dopamine receptor (human) antagonism; AID 652054; hit rate 2.5% among 360,000; D3R cells, DiscoveRx beta-arrestin luminescence, antagonist mode; hits give low values; max response, negative = inhibition, %; P35462; in the data active = max response below about -50%; inconclusive = no clear call, values can overlap the other calls; note: % is set by controls: 0 for no effect and ±100 for the full control effect; mostly tested at two doses, the higher about 12 µM
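Cells expressing the human receptor were seeded at 1500 cells/well, incubated overnight at 37 degrees C in 5% CO2, then exposed to library compounds with dopamine controls for 90 minutes at 37 degrees C before luminescent detection.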
HT1080-NT tox: kills 2HG-producing HT-1080-NT fibrosarcoma cells; HT-1080-NT fibrosarcoma viability, CellTiter-Glo ATP luminescence, 48 h; Potency, µM (doses to about 46.1 µM), without a hit: top-dose activity, negative = less viability, actives largely listed as cytotoxic; hit rate 1.6% among 360,000;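 note: NT is the 2HG producing partner of a matched IDH1 knockdown line; potency is the fitted concentration of half-maximal effect; 0% = DMSO-treated cells and -100% = media-only wells without cells; nearly all actives have a fitted effect of over 55% in size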
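Viability of the 2HG-overproducing fibrosarcoma line after 48 hours of compound exposure at 37 degrees C was determined by luminescence with CellTiter-Glo, and concentration-effect curves were then fitted and categorized.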
SW480 rereplic: induces DNA re-replication in SW480 colon adenocarcinoma cells. SW480 DNA re-replication, Hoechst DNA content imaging, 48 h. Potency, µM (titrated, usually from 46.1 µM), for inactives: at the top dose re-replication activation, actives largely listed as activators. hit rate 1.8% among 340,000. AID 624297; note: potency is the fitted concentration of half-maximal effect; % of control where 0% means no effect; nearly all actives have a fitted effect of over 55% in size
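250 cells/well; 23 nL cpd via pin tool; 48 hr, 37 C, 5% CO2; Hoechst 40 min; imager read of total nuclear intensity, ex 405/em 500-530 nm.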
HT1080 IDH1KD tx: toxicity to HT-1080 IDH1 knockdown cells (counter line) | AID 686971 | HT-1080 IDH1 knockdown viability, ATP luminescence, 48 h | hit rate 2% among 360,000 | Potency, µM (titrated, usually from 46.1 µM), inactives show at the top dose activity, negative = toxicity, most hits filed as cytotoxic;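 note: potency is the fitted concentration of half-maximal effect; 0% = DMSO wells and -100% = cell-free medium wells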
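IDH1KD HT-1080 cells, 750/well, RPMI + 5% FBS; compound pinned after 2 h settling; 48 h, 37 °C; CellTiter-Glo luminescence; % activity normalised to DMSO and no-cell wells; curves fitted, classed by r2 and efficacy.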
KB-V1 cytotox: kills drug-selected multidrug resistant KB-V1 cells. KB-V1 MDR cells viability, CellTiter-Glo, 72 h. Potency, µM (doses to about 46.1 µM), for inactives: at the top dose activity change, negative = cytotoxicity, usual class: cytotoxic. hit rate 3.4% among 400,000. AID 1347076; note: potency is the fitted concentration of half-maximal effect; % is set by controls: 0 for no effect and ±100 for the full control effect; nearly all actives have a fitted effect of over 60% in size
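Compound-treated KB-V1 multidrug-resistant cells, 72 h, 37 degrees C; viability by CellTiter-Glo. Fitted qHTS curves give the values.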
IL1B secr inh: inflammasome signaling inhibition, IL-1 beta readout | AID 743279 | activity change, % at 57.5 µM | hit rate 4.7% among 360,000 | THP-1 LPS/ATP IL-1B secretion, AlphaLISA, 16 h; hits give low values; in the data active = activity change below about -50%; inconclusive = mostly about -30% to -49%; note: % is set by controls: 0 for no effect and ±100 for the full control effect
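Secreted IL-1B measured by AlphaLISA bead assay after 16 h compound exposure of THP-1 cells; compounds (final up to 57.5 uM) added 1 h before LPS (250 ng/mL) and ATP (1.25 mM) stimulation; lower signal means less secretion.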
GLP1R ag: agonists of human GLP-1 receptor. AID 624172. hit rate 0.007% among 380,000. P43220. Potency, µM (titrated, usually from 45.6 µM), for inactives: at the highest dose activation, actives largely listed as activators. HEK293 GLP-1R CRE-luciferase, luminescence, 4-6 h; cells express a hypersensitive GLP-1R form; note: potency is the fitted concentration of half-maximal effect; % of control where 0% means no effect
Target sequence (P43220 whole entry, looked up): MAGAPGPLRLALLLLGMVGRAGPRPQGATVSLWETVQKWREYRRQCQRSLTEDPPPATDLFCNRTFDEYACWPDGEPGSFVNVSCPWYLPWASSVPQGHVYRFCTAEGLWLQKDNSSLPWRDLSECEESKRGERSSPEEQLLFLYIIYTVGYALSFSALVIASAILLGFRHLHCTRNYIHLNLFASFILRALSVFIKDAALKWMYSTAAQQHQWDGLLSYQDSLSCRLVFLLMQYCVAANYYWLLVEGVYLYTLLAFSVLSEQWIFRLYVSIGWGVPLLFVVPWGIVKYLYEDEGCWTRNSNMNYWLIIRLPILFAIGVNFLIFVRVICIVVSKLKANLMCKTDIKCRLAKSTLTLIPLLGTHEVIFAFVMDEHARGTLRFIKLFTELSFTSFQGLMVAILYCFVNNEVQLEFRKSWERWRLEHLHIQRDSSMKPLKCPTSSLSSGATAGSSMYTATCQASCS
* hit, by the source's call; ? = inconclusive; . = not tested or not shown; & = joins results of further samples; [ ] = dose if it differs, or a comment. Unless noted, calls come from the whole dose curve; as a rule, active = well fitted curve in the direction sought with a large enough effect; inconclusive = small, poorly fitted or top-dose-only effect, or another doubt; inactive = no such curve, though single readings can be large; an effect the other way counts as inactive or inconclusive.

no.	mol	GLP1R ag	SW480 rereplic	DRD3 antagonist	IL1B secr inh	KB-3-1 cytotox	HT1080 IDH1KD tx	KB-V1 cytotox	HT1080-NT tox	DRD3 agonist
1	Cc1nc(COC(=O)c2ccc(S(=O)(=O)N3CCCC3)cc2)cs1	9.2%	-5.4%	8.3	0.0	13.3%	8.5%	7.7%	11.3%	5.4
2	CC1CCN(C(=O)COC(=O)c2ccc3c(c2)C(=O)N(Cc2ccco2)C3=O)CC1	-0.7%	-0.2%	10.4	27.4	12.9%	0.5%	4.6%	6.2%	0.0
3	CCOc1cc(C(=O)Nc2ccc([N+](=O)[O-])cn2)cc(OCC)c1OCC	4.0%	-1.8%	-23.8	16.0	-1.6%	14.4%	?	16.6%	-44.8
4	O=C(NNS(=O)(=O)c1ccccc1[N+](=O)[O-])c1cccnc1	-0.8%	-8.6%	5.5	0.0	19.0%	12.8%	3.8%	8.0%	3.9
5	Cc1nnc(C)n1/N=C/c1ccc(C(C)C)cc1	-1.0%	17.2%	-5.6	11.6	7.5%	1.7%	-0.2%	0.0%	2.2
6	Cc1ccn2c(C(=O)NNC(=O)Nc3ccc(Cl)cc3)c(C)nc2c1	-0.7%	-2.3%	-5.2	-8.0	22.1%	-0.8%	17.5%	-3.1%	-4.1
7	CC(C)(C)c1ccc(S(=O)(=O)NC(=O)C2(C)CCN2C(=O)CC2CC2)cc1 (stereo not given)	-3.8%	.	?	-3.7	0.0%	15.3%	3.5%	16.8%	-7.4
8	CC1Cn2c(nc3sc4c(c3c2=O)CCC4)N1CCO (stereo not given)	0.8%	-1.8%	-22.6	1.7	-0.7%	9.4%	0.8%	5.7%	-6.8
9	Cn1c(N)c(S(=O)(=O)N2CCN(c3ccccc3F)CC2)c(=O)n(C)c1=O	-9.9%	4.4%	-6.9	11.5	?	-3.6%	17.1%	2.4%	-4.6
10	CCOC(=O)C1C(c2cccc(Cl)c2Cl)NC(=O)NC1(O)C(F)(F)F (stereo not given)	1.6%	-8.4%	21.3	-8.5	1.1%	-16.5%	-8.1%	1.2%	-2.1
11	COCCNC(=O)C1CC(=O)N(c2ccc(F)c(Cl)c2)C1 (stereo not given)	1.0%	-0.5%	-19.3	-2.6	-1.9%	-1.3%	-2.8%	0.0%	-6.1
12	Cc1ccc(NC(=O)CNCc2ccc(Cl)cc2Cl)cc1S(=O)(=O)N(C)C	16.4%	5.1%	0.0	22.7	?	-10.1%	13µM*	-8.4%	-5.9
13	C=CCN(CC=C)C(=O)c1ccccc1NC(=O)c1ccccc1C	18.8%	-2.3%	-13.4	29.6	12.9%	2.1%	7.3%	4.9%	-6.0
14	CN(CC(O)COc1ccc(OCC(O)CN(C)C2CCCCC2)cc1)C1CCCCC1 (stereo not given)	8.2%	?	-19.2	0.0	6.4%	?	15.8%	-22.9%	-2.1
15	Cc1ccc(O)c(C=Nc2cc(C)ccc2O)c1	0.0%	-2.7%	-5.6	1.5	-2.8%	18.1%	2.8%	-8.6%	1.6
16	CC(C)c1ccc(N2C(=O)CS(=O)(=O)C23C(=O)N(Cc2cccc(F)c2)c2ccccc23)cc1 (stereo not given)	6.8%	.	.	.	-3.0%	.	-24.4%	.	-6.6
17	O=C1CCc2ccc(NS(=O)(=O)c3ccc(F)cc3)cc2N1	11.6%	-4.7%	-14.3	-7.5	-11.5%	-5.0%	0.2%	-13.4%	6.0
18	COc1ccc(/C=C/c2nc(S(=O)(=O)c3ccccc3)c(N(C)C)o2)cc1OC	-0.6%	?	3.0	-3.9	0.7%	2.5%	13.7%	-2.1%	3.6
19	Nc1nc(NCC(=O)O)nc(NC2CCCCC2)c1[N+](=O)[O-]	-3.6%	-0.7%	2.1	-14.3	-1.5%	-2.0%	16.9%	4.0%	1.4
20	COc1ccc(-n2ncc3c(NCc4ccccn4)ncnc32)cc1	4.0%	-2.5%	26.0	?	11.3%	6.8%	0.5%	27.5%	6.2
21	N#Cc1ccc(C(=O)Nc2nc3ccccc3[nH]2)cc1	9.4%	-24.8%	4.8	-18.5	-21.8%	?	-19.2%	?	9.1
22	CCc1ccc(NC(=O)Cn2c(=O)n(CCCC(=O)NCc3ccc4c(c3)OCO4)c(=O)c3ccccc32)cc1	0.7%	.	.	.	5.6%	.	0.0%	.	3.3
23	COc1ccc(/C=C/C(=O)Nc2ccccc2C(F)(F)F)cc1OC	11.6%	-1.3%	14.7	16.7	10.6%	8.8%	?	-5.2%	7.4
24	O=C(CSc1nc2[nH]ncc2c(=O)[nH]1)Nc1cccc(Cl)c1	2.3%	-95.3%[inhibitor]	9.4	-6.8	-7.1%	13.3%	8.7%	-22.1%	-9.9
25	COC(=O)c1cccc(NC(=O)c2ccccc2)c1	1.3%	-7.6%	2.2	-20.4	1.9%	5.2%	-15.3%	7.5%	2.7
26	CCCCCCn1nc(C(=O)OCC(=O)NC2CCS(=O)(=O)C2)c2ccccc2c1=O (stereo not given)	11.8%	-2.7%	1.8	8.9	?	14.8%	-10.0%	16.8%	-1.5
27	O=C(c1cccnc1)N1CCN(C(=O)c2ccccc2F)CC1	7.4%	-7.4%	-9.6	-10.1	0.8%	12.4%	?	9.6%	2.6
28	Cc1ccc(S(=O)(=O)/C(C#N)=C/c2c(N3CCOCC3)nc3c(C)cccn3c2=O)cc1	22.0%	-6.7%	12.4	21.5	1.8%	-13.4%	13.6%	-14.7%	6.6
29	OCC[C@H]1C[C@@H](O)[C@H](O)[C@@]2(CCc3ccccc3O2)O1	7.2%	-7.2%	4.8	-1.8	9.7%	12.6%	6.3%	8.6%	8.4
30	O=C1CCSc2cccc3cccc(c23)N1	3.7%	25.3%	-9.8	4.8	4.7%	-2.3%	-13.9%	?	-13.4
31	Cn1nnnc1SCc1ccc(C(=O)Nc2ccccc2F)cc1	-3.5%	-35.9%[inhibitor]	4.9	-27.7	-2.2%	9.3%	0.3%	21.9%	7.2
32	CCCC(=O)NCn1nnc(-c2ccc(Cl)cc2)n1	-1.6%	-0.3%	0.5	1.2	18.6%	8.6%	-12.1%	-3.1%	5.3
33	Cc1cc(C)c(C#N)c(Sc2ccccc2N)n1	10.7%	-10.7%	-16.7	57.6	-4.2%	-4.2%	-10.2%	-4.1%	2.7
34	COc1cccc(C(NC(C)=O)c2nc(-c3ccc4c(c3)OCO4)cs2)c1 (stereo not given)	-3.6%	.	9.6	5.8	0.0%	2.6%	-4.5%	10.0%	4.1
35	C=CCNC(N)=S	-3.6%&3.1%	-5.2%&2.6%	15.4	14.4	1.0%	19.2%	0.0%	11.1%	-3.4&-7.5
36	COc1cc(/C=C(\NC(C)=O)C(=O)O)cc(OC)c1OC	-0.6%	-4.8%	11.9	8.0	-5.6%	13.8%	-0.7%	7.5%	2.6
37	O=C(Cc1cc(=O)oc2cc(O)ccc12)NC(Cc1ccc(Cl)cc1)C(=O)O (stereo not given)	-2.6%	24.7%	4.0	-9.1	17.9%	4.9%	?	12.2%	-7.0
38	O=C(O)CSCC(=O)N1CCN(c2ccnc3cc(Cl)ccc23)CC1	-0.9%	-13.8%	19.5	1.3	-1.5%	8.2%	?	5.7%	4.5
39	CCN(CC)S(=O)(=O)c1ccc(N2CCOCC2)c(NC(=O)C(C)(C)C)c1	15.6%	-4.7%	-12.1	-5.3	2.6%	5.8%	-4.1%	-0.8%	10.1
40	CCOC(=O)N1CCN(Cc2nnc(-c3cccc(Br)c3)o2)CC1	12.5%	-21.9%	0.0	23.0	-11.1%	-2.7%	12.8%	-3.8%	3.7
41	Cc1cc(Cl)ccc1OCC(=O)Nc1ccccc1N1CCOCC1	9.7%	0.6%	1.1	-9.4	?	-24.1%	14.6µM*	-23.4%	1.8
42	O=C(C[n+]1cc(-c2ccccc2)n2c1CCC2)OCc1ccccc1	0.4%	.	-4.4	-0.6	9.3%	9.6%	-4.9%	17.5%	-4.3
43	O=C(c1ccc(Br)s1)N1CCCC1	-12.5%	-3.5%	8.7	0.0	-1.6%	-8.4%	6.6%	-0.1%[9.24 µM]	7.3
44	Nc1nnc(SCc2cccc(C(F)(F)F)c2)s1	-3.7%	?	9.5	27.2	-10.3%	-2.3%	1.0%	-7.3%	-7.1
45	O=C(O)COc1ccc(C(=O)Cc2ccc3c(c2)OCCCO3)c(O)c1	-4.9%	-0.2%	6.9	34.5	4.8%	3.3%	12.7%	2.9%	7.9

Among those listed so far, five contain a COOH group.
no.	mol	GLP1R ag	SW480 rereplic	DRD3 antagonist	IL1B secr inh	KB-3-1 cytotox	HT1080 IDH1KD tx	KB-V1 cytotox	HT1080-NT tox	DRD3 agonist
19	Nc1nc(NCC(=O)O)nc(NC2CCCCC2)c1[N+](=O)[O-]	-3.6%	-0.7%	2.1	-14.3	-1.5%	-2.0%	16.9%	4.0%	1.4
36	COc1cc(/C=C(\NC(C)=O)C(=O)O)cc(OC)c1OC	-0.6%	-4.8%	11.9	8.0	-5.6%	13.8%	-0.7%	7.5%	2.6
37	O=C(Cc1cc(=O)oc2cc(O)ccc12)NC(Cc1ccc(Cl)cc1)C(=O)O (stereo not given)	-2.6%	24.7%	4.0	-9.1	17.9%	4.9%	?	12.2%	-7.0
38	O=C(O)CSCC(=O)N1CCN(c2ccnc3cc(Cl)ccc23)CC1	-0.9%	-13.8%	19.5	1.3	-1.5%	8.2%	?	5.7%	4.5
45	O=C(O)COc1ccc(C(=O)Cc2ccc3c(c2)OCCCO3)c(O)c1	-4.9%	-0.2%	6.9	34.5	4.8%	3.3%	12.7%	2.9%	7.9

Source: PubChem
